From PubChem
SDO1 yeast rescue: compounds rescuing growth of sdo1-depleted yeast, bone marrow failure model | z-score at 10 µM | 140,000 tested, 0.21% active | S. cerevisiae sdo1-depleted JHY4D growth rescue, OD600 30 h; hits give high values; pdr5 snq2 efflux-pump mutant strain;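 active means z-score above 3 at both the 24 hr and the 30 hr optical density reads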;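 further: z-score against mean and SD of all compound wells on the same plate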
INS promoter inh: TRM-6 insulin promoter activity inhibition | TRM-6 cells (human fetal islet line), insulin promoter-eGFP reporter, imaging; reporter expression induced with tamoxifen | inhibition, % at 2 µM | 130,000 tested, 0.9% active | AID 1273;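 active means inhibition above the mean plus 3 SD, with well images judged a real hit on visual review, cut at about 60% in these data, passing the limit was not always enough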
SDO1 yeast rescue Rescue 24 h: also measured in SDO1 yeast rescue; calls as there; z-score; S. cerevisiae sdo1-depleted JHY4D growth rescue, OD600; measured here: growth rescue at 24 h;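 0 is the plate mean of compound wells and units are plate SD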
Active calls of the source: *; . = no result given.

SMILES	SDO1 yeast rescue	SDO1 yeast rescue Rescue 24 h	INS promoter inh
O=C(C1CCN(S(=O)(=O)N2CCOCC2)CC1)N1CCC2(CC1)OCCO2	0.13	0.31	.
Cc1ccc(-n2c(O)c(C=NC3CCCC3)c(=O)[nH]c2=O)c(C)c1	1.4	1.4	-45
O=c1[nH]c(=O)n(CCc2ccc(F)cc2)c(O)c1C=NCCCn1ccnc1	0.31	-0.63	.
CC1=C(C(=O)OC(C)C)[C@]2(C(=O)N(CC(N)=O)c3ccccc32)C(C#N)=C(N)O1	0.71	0.64	62
CC1C(c2cccs2)=[N+]([O-])C(C)(C(=O)c2cccs2)N1O (stereo unspecified)	0.51	0.41	.
Cc1ccnc(-n2c(C)nc3ccccc3c2=O)c1	-0.51	-0.78	9
COC(=O)c1ccc(NC(=O)CSc2nc3ccc(N4C(=O)C5C6C=CC(C6)C5C4=O)cc3s2)cc1 (stereo unspecified)	-0.37	-0.79	.
O=c1c2ccccc2nc(CSc2ncnc3nc[nH]c23)n1-c1ccccc1Cl	-0.1	-0.53	-406
O=C1/C(=C/c2cccc([N+](=O)[O-])c2)N2CCC1CC2	-0.2	-0.18	.
CN(C)c1ccc(NC(=O)CN2C(=O)CN=C(c3ccccc3)c3cc(Cl)ccc32)cc1	-1.5	-0.35	.
CC[N+](CC)(CC#CCO)CC#Cc1ccccc1	.	.	-33
N[C@@H](Cc1cc(Br)c(O)c(Br)c1)C(=O)O	1.1	2	-5
Cc1ccc(CN2C(=O)NC(=O)C3(Cc4c(nc5ccccn5c4=O)N4CCCCCC43)C2=O)cc1 (stereo unspecified)	-0.29	-0.34	.
Cn1c(C(=O)N2CCC3(CC2)OCCO3)cc2c(=O)n(C)c3ccccc3c21	0.06	-0.1	-55
COc1cc2c(cc1C=O)OCO2	1.1	0.42	.
O=C(c1c[nH]c2ccc(S(=O)(=O)N3CCOCC3)cc2c1=O)N1CCC2(CC1)OCCO2	.	.	-75
N=C1c2ccccc2CN1NC(=O)c1ccc(Cl)cc1	2.4	2.5	.
O=C1NC(=O)N(Cc2ccccc2Cl)C(=O)/C1=C/N1CCOCC1	-0.11	-0.83	0
CCCC12CN3CN(C1)CC(CCC)(C3)C2O (stereo unspecified)	0.99	0.85	.
Brc1ccc2c(c1)C(OC1CN3CCC1CC3)c1ccccc1CS2 (stereo unspecified)	-2.3	-1.7	-22
COc1ccc(-c2cc(=Nc3cccc(C(=O)O)c3)c3cc(C)ccc3o2)cc1	.	.	9
Cc1cc(/C=C2\C(=O)NC(=O)N(C)C2=O)c(C)n1-c1ccc2c(c1)OCO2	0.35	0.43	0
Cc1cc(N2CCOCC2)nc2ccc(NC(=O)CCC(=O)N3CCC4(CC3)OCCO4)cc12	-0.04	-0.3	.
Cn1c(O)c(C=NCCc2c[nH]c3ccccc23)c(=O)n(C)c1=O	-0.42	0.24	.
CC(=O)[C@H]1CC[C@H]2[C@@H]3CC[C@H]4C[C@H](O)CC[C@]4(C)[C@H]3C(=O)C[C@]12C	-1.6	-0.75	19

Going on with the list:
SMILES	SDO1 yeast rescue	SDO1 yeast rescue Rescue 24 h	INS promoter inh
CCCN1CC(C)C(OC(C)=O)(c2ccccc2)CC1C (stereo unspecified)	0.77	1.6	53
CCCC(=O)c1c(O)[nH]c(=O)[nH]c1=O	0.08	0.22	.
CSc1ncc(/C=C2/C(=O)NC(=O)N(c3ccc(Cl)cc3)C2=O)cn1	.	.	-260
Cc1nn(C)c(C)c1P(=S)(c1c(C)nn(C)c1C)N(C)C	1.2	0.94	.
O=C(CCCC1=NS(=O)(=O)c2ccccc2N1)N1CCC2(CC1)OCCO2	0.89	1.6	20
Cc1ccc(C(=O)NC(O)C(Cl)(Cl)Cl)cc1 (stereo unspecified)	0.3	-0.16	.
CC(C)Sc1nnc([C@@H](N)Cc2c[nH]c3ccccc23)o1	0.65	0.19	6
CN1CC(C(=O)c2ccccc2)C(C(=O)c2ccccc2)C1 (stereo unspecified)	0.35	-0.71	.
CC(C)CCNC(=O)c1cc(C(=O)c2cc(F)ccc2O)cn(CCC(C)C)c1=O	.	.	39
COc1cc2c(cc1OC)-c1c(OC)c(OC)cc3c1[C@H](C2)N(C)CC3	-0.43	-0.06	14
O=[N+]([O-])c1ccc(N2CCOCC2)c2ccncc12	.	.	33
CCCCn1c(O)c(C(C)=Nc2cccc(C(=O)O)c2)c(=O)[nH]c1=O	0.56	-0.54	-8
CCCCCCN=Cc1c(O)n(C)c(=O)n(C)c1=O	0.95	1.4	40
CCCS(=O)(=O)N1CCC(C(=O)N2CCC3(CC2)OCCO3)CC1	-0.21	-0.29	.
CCC(=NCCc1c[nH]c2ccccc12)c1c(O)n(-c2ccc(C)cc2)c(=O)[nH]c1=O	0.85	0.9	-14
COc1ccc(-c2cc(C(F)(F)F)n3nc(C(=O)N4CCC5(CC4)OCCO5)cc3n2)cc1OC	0.9	0.83	-14
CCc1ccc(CNCCc2ccccc2F)cc1	0.31	0.14	-12
CN1C(=O)C(Cc2ccsc2)C(=O)N(C)C1=O	0.95	1.3	.
O=C(COC(=O)c1ccccc1)Nc1ccc(Cl)cc1C(=O)c1ccccc1	-0.18	0.47	3
CC(Cc1ccccc1)NC(=O)/C=C/C(=O)O (stereo unspecified)	.	.	78*
Cc1ccc(N=C(N(C)C)P(=O)(N(C)C)N(C)C)cc1	.	.	-5
O=C1NC(=O)N(CCNc2ncc(C(F)(F)F)cc2Cl)C(=O)C1/C=N/OCc1c(F)cccc1Cl (stereo unspecified)	0.3	0.1	.
CCC(=O)N1CC(=O)Nc2ccc(Br)cc2C1c1ccccc1 (stereo unspecified)	.	.	-50
O=c1[nH]c(=S)n(Cc2ccc(F)cc2)c(O)c1/C=N/N1CCCCC1	-0.21	0.06	.
COc1nc2ccccc2c(=O)n1-c1ccc(Cl)cc1	-0.61	-0.57	-109

Sorted by SMILES length (lowest first): 17 of the compounds above
SMILES	SDO1 yeast rescue	SDO1 yeast rescue Rescue 24 h	INS promoter inh
CCc1ccc(CNCCc2ccccc2F)cc1	0.31	0.14	-12
CC(Cc1ccccc1)NC(=O)/C=C/C(=O)O (stereo unspecified)	.	.	78*
CCCC(=O)c1c(O)[nH]c(=O)[nH]c1=O	0.08	0.22	.
Cc1ccc(C(=O)NC(O)C(Cl)(Cl)Cl)cc1 (stereo unspecified)	0.3	-0.16	.
COc1nc2ccccc2c(=O)n1-c1ccc(Cl)cc1	-0.61	-0.57	-109
O=[N+]([O-])c1ccc(N2CCOCC2)c2ccncc12	.	.	33
CCC(=O)N1CC(=O)Nc2ccc(Br)cc2C1c1ccccc1 (stereo unspecified)	.	.	-50
Cc1nn(C)c(C)c1P(=S)(c1c(C)nn(C)c1C)N(C)C	1.2	0.94	.
CC(C)Sc1nnc([C@@H](N)Cc2c[nH]c3ccccc23)o1	0.65	0.19	6
CCCS(=O)(=O)N1CCC(C(=O)N2CCC3(CC2)OCCO3)CC1	-0.21	-0.29	.
O=C(COC(=O)c1ccccc1)Nc1ccc(Cl)cc1C(=O)c1ccccc1	-0.18	0.47	3
O=C(CCCC1=NS(=O)(=O)c2ccccc2N1)N1CCC2(CC1)OCCO2	0.89	1.6	20
CSc1ncc(/C=C2/C(=O)NC(=O)N(c3ccc(Cl)cc3)C2=O)cn1	.	.	-260
COc1cc2c(cc1OC)-c1c(OC)c(OC)cc3c1[C@H](C2)N(C)CC3	-0.43	-0.06	14
CCC(=NCCc1c[nH]c2ccccc12)c1c(O)n(-c2ccc(C)cc2)c(=O)[nH]c1=O	0.85	0.9	-14
COc1ccc(-c2cc(C(F)(F)F)n3nc(C(=O)N4CCC5(CC4)OCCO5)cc3n2)cc1OC	0.9	0.83	-14
O=C1NC(=O)N(CCNc2ncc(C(F)(F)F)cc2Cl)C(=O)C1/C=N/OCc1c(F)cccc1Cl (stereo unspecified)	0.3	0.1	.

The list goes on.
SMILES	SDO1 yeast rescue	SDO1 yeast rescue Rescue 24 h	INS promoter inh
COc1ccc(OCC(=O)Nc2ccc(Cl)cc2C(=O)c2ccccc2)cc1	0.07	2	-133
Cc1oc(-c2ccccc2Cl)nc1CN1C(=O)CN=C(c2ccccc2)c2ccccc21	-0.85	-1	-51
CC1CC(OC(=O)c2ccccc2)CC(C)N1C (stereo unspecified)	0.37	-1.4	-4
O=C(COc1ccc2ccccc2c1)N1CCN(C2CCN(Cc3ccccc3)CC2)CC1	0.48	0.46	7
CCc1ccccc1N1C(=O)/C(=C/c2ccc(N3CCN(C)CC3)o2)C(=O)NC1=S	-0.04	-0.9	-60
Cc1sc2ncn(CC(=O)NCCCC(=O)N3CCC4(CC3)OCCO4)c(=O)c2c1C	1.4	1.8	-18
O=C(c1ccncc1)C12CN3CN(CN(C3)C1)C2	1.1	1.1	-15
CCC(=O)c1c(O)n(C2CCCCCC2)c(=O)[nH]c1=O	0.04	-0.13	-18
COc1ccc(CCn2c(O)c(C=NCc3cccnc3)c(=O)[nH]c2=O)cc1OC	0.81	0.3	27
C=CC(C)C(C(=O)c1ccccc1)N(C)C (stereo unspecified)	.	.	-7
CC(=O)NC(C)Cc1ccccc1 (stereo unspecified)	-0.13	-0.57	-19
CC(=O)c1ccc2c(c1)C1C(Cl)C(Sc3ccccc3[N+](=O)[O-])CC1C(c1ccccc1)N2 (stereo unspecified)	-2.2	-1.4	37
CCC(CC)NCc1c[nH]c2ccccc12	.	.	0
CN1CCN(Cc2ccccc2Sc2ccccc2)CC1	-0.57	-0.94	8
COc1ccc(-c2nc3ccccc3n2OC(=O)N(C)C)cc1	1.3	1.6	0
COc1ccc(CC2c3cc(OC)c(OC)cc3CCN2C)cc1OC (stereo unspecified)	-0.35	-0.36	.
COCCn1c(-c2ccccc2)cc(C(=O)O)c1C	.	.	50
CC(=O)OC1N=C(c2ccc(Cl)cc2)c2cc(Br)ccc2NC1=O (stereo unspecified)	-0.17	-0.77	-8
CCNC(=O)NNC(=O)C1CC(c2cccnc2)=NO1 (stereo unspecified)	.	.	0
CNC(=O)Oc1ccc(-c2cn3cc(C)ccc3n2)cc1	0.15	-0.16	34
Cc1ccc(N2C(=O)NC(=O)C(CCc3ccncc3)(Cc3cccc(Cl)c3Cl)C2=O)cc1 (stereo unspecified)	-0.95	-0.53	-169
CC(=O)OC1(c2ccccc2)CCN(C)C(C)C1C (stereo unspecified)	1.1	1.3	-131
O=C(Oc1c(Cl)cc(Cl)c2ccccc12)N1CCCCC1	-1.4	-1.7	-107
CCOCCN1CCN(c2nnc3n2-c2ccc(Cl)cc2C(c2ccccc2Cl)=NC3)CC1	-0.44	-0.69	.
CCCCn1c(O)c(C(C)=NCC2CCCO2)c(=O)[nH]c1=O (stereo unspecified)	-0.11	0.11	24

Next part.
SMILES	SDO1 yeast rescue	SDO1 yeast rescue Rescue 24 h	INS promoter inh
Cc1ccccc1-n1c(O)c(C=NCCN2CCOCC2)c(=O)[nH]c1=O	0.25	0.44	-9
Cc1nc2c(-c3ccccc3)c(C)nn2c(C)c1CCC(=O)N1CCC2(CC1)OCCO2	-0.85	-0.23	14
Cc1ccc(-n2c(O)c(C=NCCC3=CCCCC3)c(=O)[nH]c2=O)cc1	.	.	21
CCOC(=O)c1ccc(NC(=O)C2C3C=CC(O3)C2C(=O)O)cc1 (stereo unspecified)	-0.06	-0.6	.
CCOC(=O)C(=O)NC1CCSC1=O (stereo unspecified)	0.86	1.5	50
Cc1ccc(-n2c(O)c(C=NCCN3CCOCC3)c(=O)[nH]c2=O)cc1	0.05	-1	-32
CC1=C(C(=O)N2CCC3(CC2)OCCO3)C2(CCC(C)CC2)OC1=O (stereo unspecified)	-0.42	-0.43	73*
C=C1N2CCC(CC2)C1(O)c1ccc(C)c(C)c1 (stereo unspecified)	-0.18	-0.43	30
O=C1NC(=O)N(c2ccc(F)cc2)C(=O)/C1=C/c1ccc(N2CCOCC2)cc1	.	.	-43
CC(=NCc1cccnc1)c1c(O)n(Cc2ccccc2)c(=O)[nH]c1=O	0.66	0.35	0
COc1cc(N2CCOCC2)ccc1/C=C1\C(=O)NC(=O)N(Cc2cccs2)C1=O	.	.	0
Cc1ccc(Cl)cc1N1CCN(CCN)CC1	-1.9	-0.74	-12
Cc1c(N=Nc2c(O)[nH]c(=S)[nH]c2=O)c(=O)n(-c2ccccc2)n1C	0.15	-0.87	.
C=C(C)c1cccc(C(C)(C)NC(=O)NC2CN3CCC2CC3)c1 (stereo unspecified)	0.26	-0.28	.
Cc1[nH]c2ccccc2c1C(=O)CN1CC=C(c2ccccc2)CC1	0.56	-0.33	28
Cc1cc(C)cc(N2C(=O)NC(=O)/C(=C\c3cccn3-c3ccc(Cl)cc3)C2=O)c1	-1	-1.3	.
CN1C(=O)C(C2c3ccccc3C(=O)N2Cc2ccc([N+](=O)[O-])cc2)C(=O)N(C)C1=O (stereo unspecified)	0.67	0.88	-11
C/C(CCc1c[nH]c2ccccc12)=N\O	2.1	1.8	13
FC(F)(F)c1ccc2c(c1)N(CCCN1CCN(CCCl)CC1)c1ccccc1S2	-2.6	-1.9	-24
Cc1nc2c(c(C)nn2-c2ccccc2)c(C)c1CCC(=O)N1CCC2(CC1)OCCO2	0.09	0.54	8
CC(C)OP(=O)(OC(C)C)C(O)c1cccnc1 (stereo unspecified)	-0.18	-1.1	0
CCCCc1nc2ccccc2c(=O)n1-c1ccccc1O	-0.7	-0.33	18
O=C(c1sc2ccccc2c1Cl)N1CCC2(CC1)OCCO2	1.1	-0.38	-42
Cc1ccc(NC(=O)CN2C(=O)CN=C(c3ccccc3)c3cc(Cl)ccc32)cc1	-2.3	-1.8	.
C[C@]12CC[C@@H](O)C[C@@H]1CC[C@@H]1[C@@H]2CC[C@]2(C)[C@@H](O)CC[C@@H]12	-1.4	-1.1	10
C=Cn1ccnc1P(=S)(c1cc(N(CC)CC)ns1)c1nccn1C=C	-0.4	-0.89	-64
CC1CCC(C(=O)NC(C(=O)N2CCC3(CC2)OCCO3)C(C)C)CC1 (stereo unspecified)	0.65	-0.33	-110

An excerpt (hit frequency here may not be typical).
